Source: PubChem BioAssay
Vif inh: HIV Vif inhibition; HEK293T cells, Vif self-association by quenched fluorescence, imaging, 24 h; inhibition, % at 7.49 µM; 340,000 tested, 0.35% active; AID 602346; in the data active = inhibition above about 50%, passing the limit was not always enough; also: some results filed as inactive read as strong as hits
ABCB6 inh 2: blocks the human ABCB6 transporter. 360,000 tested, 0.19% active. AID 602162. K562-ABCB6 porphyrin accumulation, flow cytometry, 1 h; hits give low values. fluorescence ratio to DMSO, % at 10 µM;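 active = fluorescence ratio to DMSO below 75%, the collection mean minus 3 SD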;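 also: signal is porphyrin accumulated inside mitochondria; 100% equals median channel fluorescence of DMSO control wells; lower ratio means ABCB6 inhibition with less porphyrin fluorescence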
Target sequence (Q9NP58 whole entry, looked up): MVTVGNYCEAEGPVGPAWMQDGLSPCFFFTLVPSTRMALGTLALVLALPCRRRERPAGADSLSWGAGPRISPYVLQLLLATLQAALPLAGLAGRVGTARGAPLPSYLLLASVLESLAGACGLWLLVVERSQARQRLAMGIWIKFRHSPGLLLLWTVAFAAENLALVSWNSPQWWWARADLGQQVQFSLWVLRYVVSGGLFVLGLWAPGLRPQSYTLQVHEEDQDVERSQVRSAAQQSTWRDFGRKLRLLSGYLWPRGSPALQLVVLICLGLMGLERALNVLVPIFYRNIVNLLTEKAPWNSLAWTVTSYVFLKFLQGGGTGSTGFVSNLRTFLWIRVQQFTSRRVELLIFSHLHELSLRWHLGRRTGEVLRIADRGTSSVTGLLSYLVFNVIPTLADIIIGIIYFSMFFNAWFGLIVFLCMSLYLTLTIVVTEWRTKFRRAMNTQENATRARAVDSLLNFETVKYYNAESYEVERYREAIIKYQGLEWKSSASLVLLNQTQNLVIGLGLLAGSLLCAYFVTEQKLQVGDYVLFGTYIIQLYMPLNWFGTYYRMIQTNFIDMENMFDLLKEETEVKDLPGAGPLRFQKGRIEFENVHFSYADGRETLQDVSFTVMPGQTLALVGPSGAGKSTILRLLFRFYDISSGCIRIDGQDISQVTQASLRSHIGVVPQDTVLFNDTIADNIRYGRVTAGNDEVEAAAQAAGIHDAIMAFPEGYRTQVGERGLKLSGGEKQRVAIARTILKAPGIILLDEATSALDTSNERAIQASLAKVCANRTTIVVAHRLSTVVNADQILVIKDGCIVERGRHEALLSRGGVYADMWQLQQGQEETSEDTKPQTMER
MC4R antag cAMP: human MC4R antagonism in cAMP assay. MC4R-expressing cells, MTII-stimulated cAMP, LANCE TR-FRET. inhibition, % at 6.5 µM. P32245. 360,000 tested, 0.48% active;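 active = inhibition above its plate's cutoff, the mean of tested wells on that plate plus 3 SD, cut at about 29% in these data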;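 also: 0% = Melanotan II alone and 100% = Melanotan II plus saturating MCL0020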
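Assay system: U2OS-MC4R stable cell line; Also added: Melanotan II; Technique: Eu-cAMP/anti-cAMP TR-FRET, emission 671 nm; Times: 30-min compound, 1-h challenge, 1-h detection, room temperature.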
PDI turbidity: PDI (human) enzyme inhibition; P07237; PDI insulin aggregation turbidity, A650, 90 min; inhibition, % at 10 µM; 350,000 tested, 0.052% active; AID 588391;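 active = mean inhibition across replicates of 30% or more, whatever share of single replicates reach that level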;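 also: absorbance from insulin aggregation driven by PDI reduction with DTT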
aDG glyco act: increases alpha dystroglycan glycosylation; Pro5-aDG cells, alpha-DG glycosylation AlphaScreen (IIH6); 0% Pro5, 100% B10-LARGE cell signal; activation, % at 10 µM; 360,000 tested, 0.22% active;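 active = activation of at least 8% versus controls, or a plate z-score of at least 8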;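 also: Pro5 are CHO cells carrying HIG-tagged alpha-DG that lacks glycosylation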
H9c2 protect: myocardial damage modulation in H9c2 cells | H9c2 cardiomyocytes, H2O2 injury protection, ATPLite, 2 h | protection from H2O2 cell death, % at 20 µM | 360,000 tested, 0.63% active;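 active = compounds giving at least 50% protection of heart cells from peroxide-induced death in the single-dose screen, raw or plate-pattern-corrected value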;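 also: 0% = DMSO wells with peroxide and 100% = DMSO wells without peroxide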
N-glyco inh: blocks N-linked glycosylation in D54 reporter cells. D54 ERlucT glycosylation luciferase reporter, 24 h; percent of 100 nM tunicamycin response. reporter increase, % at 12.5 µM. 360,000 tested, 0.23% active;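 active = mean luciferase reporter signal, scaled so untreated is 0 and the glycosylation-blocking control 100, at or above a set limit in every replicate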;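 also: luciferase carries N-glycosylation sites so blocking glycosylation raises the light; 0% = median of neutral control wells and 100% = median of 100 nM tunicamycin wells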
CaV13 FRET inh: Disruptors of the CACNA1D IQ motif to Ca2+-dependent inactivation inhibitor domain association, primary screening, Förster resonance energy transfer in intact living … | HEK cells, CFP/YFP FRET ICDI-IQ, plate reader, 10 min; percent FRET-ratio fall versus neutral wells | inhibition, % at 12.3 µM | 340,000 tested, 0.098% active | AID 743397;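 active = mean replicate inhibition of at least 30% and at least 1% of replicates passing that level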;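 also: 0% = median of the neutral control wells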
MC4R ag barr: activates human MC4R beta-arrestin recruitment; P32245; U2OS MC4R beta-arrestin complementation, luminescence; percent of melanotan II response, DMSO zero; activation, % at 8.9 µM; 360,000 tested, 0.98% active;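 active = activation above a per-plate cutoff, the mean activation of sample wells on that plate plus 3 SD, cut at about 8% in these data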
m5-HT2A agonist: mouse HTR2A agonism via beta-arrestin recruitment | 360,000 tested, 0.66% active | activation, % at 7.6 µM | CHO-K1 mHTR2A beta-arrestin complementation, luminescence; percent of 30 µM serotonin response | AID 624169 | P35363;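 active = activation above a run cutoff, the mean activation of all tested compounds plus 3 SD, cut at about 14% in these data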;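 also: 0% = plate median of compound wells and 100% = 30 µM serotonin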
* marks the source's active call; other numbers are inactive results; x = no result given.

SMILES	Vif inh	ABCB6 inh 2	MC4R antag cAMP	PDI turbidity	aDG glyco act	H9c2 protect	N-glyco inh	CaV13 FRET inh	MC4R ag barr	m5-HT2A agonist
CCOC(=O)C1(Cc2ccccc2)CCN(Cc2cnn(C(C)C)c2)CC1	6	97	13	1	0.2	-5	0	-14	3.0	0
COc1cc(Cl)cc(/C=C/c2ccc3ccccc3n2)c1OC(C)=O	6	100	1	4	-0.4	7	-9	-5	-0.6	1
COc1cc(Cl)cc(C(c2c(C(=O)O)[nH]c3ccccc23)c2c(C(=O)O)[nH]c3ccccc23)c1O	-10	104	28	-1	0.0	6	0	-1	-0.7	0
CC(C)c1cc(C(=O)Nc2cc(Br)ccc2O)no1	-1	96	16	-1	-0.1	-16	-2	-8	1.2	17*
O=C(CCc1nc2ccccc2c(=O)[nH]1)NC1CCN(Cc2ccccc2)CC1	5	104	16	-2	-0.1	30	1	-6	-0.1	2
CCOC(=O)N1CCC(N2CCN(Cc3ccc(F)c(F)c3)C(CCO)C2)CC1 (configuration not stated)	-4	102	5	4	0.1	3	1	-5	-1.9	5
O=C(Cn1cnc2ccccc2c1=O)NCCC(=O)Nc1ccc(F)cc1	1	101	20	0	0.1	2	5	-2	1.2	0
O=C(C1CCC(=O)N(C2CC2)C1)N1CCC(Oc2cccc(F)c2)CC1 (configuration not stated)	2	107	-2	8	-0.1	0	1	-5	0.3	13
CCCCN(C(=O)C1CC(=O)N(c2ccc3c(c2)OCCO3)C1)c1c(N)n(CCC)c(=O)[nH]c1=O (configuration not stated)	-4	100	23	-3	-0.3	-6	0	-3	-2.2	5
COc1cc(NS(=O)(=O)c2ccc(C)cc2C)cc(OC)c1OC	-39	95	7	-15	3.1	-29	2	-5	-1.5	4
Cc1ccc(S(=O)(=O)NCCOc2cc(C)ccc2C)cc1	-6	104	-11	-1	-0.5	-8	0	-6	1.7	7
O=C(CSc1nc(-c2ccc(F)cc2)nc2c1Cc1ccccc1O2)Nc1cccc(C(=O)O)c1	2	94	-5	-3	0.4	5	2	-2	2.6	3

Of the compounds above, these contain four or more nitrogen atoms:
SMILES	Vif inh	ABCB6 inh 2	MC4R antag cAMP	PDI turbidity	aDG glyco act	H9c2 protect	N-glyco inh	CaV13 FRET inh	MC4R ag barr	m5-HT2A agonist
O=C(CCc1nc2ccccc2c(=O)[nH]1)NC1CCN(Cc2ccccc2)CC1	5	104	16	-2	-0.1	30	1	-6	-0.1	2
O=C(Cn1cnc2ccccc2c1=O)NCCC(=O)Nc1ccc(F)cc1	1	101	20	0	0.1	2	5	-2	1.2	0
CCCCN(C(=O)C1CC(=O)N(c2ccc3c(c2)OCCO3)C1)c1c(N)n(CCC)c(=O)[nH]c1=O (configuration not stated)	-4	100	23	-3	-0.3	-6	0	-3	-2.2	5

Continuation:
SMILES	Vif inh	ABCB6 inh 2	MC4R antag cAMP	PDI turbidity	aDG glyco act	H9c2 protect	N-glyco inh	CaV13 FRET inh	MC4R ag barr	m5-HT2A agonist
CC(C)CNC(=O)c1cccc2c(-c3ccc(F)c(F)c3)coc12	-30	101	1	2	1.0	-3	-3	-11	2.1	4
CCOc1ccccc1/C=N/NC(=O)CNC(=O)c1cccs1	-5	101	3	-1	-0.2	6	1	-3	0.3	0
Cn1nc(C(=O)N2CCN(S(=O)(=O)/C=C/c3ccccc3)CC2)c2ccccc2c1=O	x	90	4	-3	0.0	3	1	-3	-0.7	-3
Cc1ccc(NC(=O)CNC(=O)COc2ccccc2)nc1	-1	104	2	1	-0.1	-4	0	-5	-1.7	-8
CS(=O)(=O)N(Cc1ccccc1)c1ccc(C(=O)NCCSc2ccccn2)cc1	-2	101	16	2	0.3	-1	-7	-5	-0.9	-4
CCOc1ccccc1NC(=O)Nc1ccc(Br)cc1C	-5	99	4	2	0.7	-2	-3	-1	3.3	4
COc1ccc(-c2cc(-c3ccccc3)nc3ncnn23)cc1	x	100	13	x	-0.4	8	2	-3	-0.7	9
CC(CNS(=O)(=O)c1ccccc1)(c1ccccc1)N1CCOCC1 (configuration not stated)	-1	102	7	1	-0.3	-3	0	-4	-0.8	-3
O=C1Nc2cc(Cl)ccc2Nc2cscc21	15	105	-7	-1	-0.2	6	3	-6	-0.6	2
Cc1ccnc(NC(=O)Cn2ccc([N+](=O)[O-])n2)c1	-2	101	19	-4	-0.1	7	2	-5	-1.2	6
O=C(NCC1CCCO1)c1ccc2c(=O)n(Cc3ccc(Cl)cc3)c(=S)[nH]c2c1 (configuration not stated)	-10	97	4	1	0.1	0	-2	1	0.9	-4
CCCCN1C(=O)Nc2ccccc2S1=O (configuration not stated)	-3	101	8	-3	-0.1	-1	0	-3	-1.6	1
O=C(Cc1ccc(F)cc1)N1CCN(c2ccc(F)cc2)CC1	1	99	18	6	0.0	-4	-1	-4	-0.4	-3
CC(OC(=O)CN1C(=O)c2ccccc2C1=O)C(=O)NCc1ccccc1 (configuration not stated)	0	106	13	-5	0.2	-1	1	x	-3.3	0
CCNC(=O)CN(c1ccc(C)cc1)S(=O)(=O)c1ccc(SC)cc1	-7	100	4	-10	-0.1	7	2	-8	0.9	2
Cc1ccc(C)c(S(=O)(=O)N2CCC3(CC2)OCCN3S(=O)(=O)c2cccs2)c1	-15	98	3	-5	0.2	-4	-3	-6	-2.7	3
CC(=O)Nc1cc2c(cc1Cl)-c1ccc(F)cc1C2O (configuration not stated)	-3	103	5	-10	0.1	-2	1	-9	0.2	-5
Cc1ncc(CO)c(/C=N/N=C/c2ccccc2O)c1O	-3	104	1	-7	-0.1	4	1	-7	-2.7	1
O=C(NC1CC1)C1CCN(C2CCN(C(=O)c3ccc4cccc(F)c4n3)CC2)CC1	1	96	0	-2	-0.1	-1	2	-3	1.1	1
COC(=O)C1=C(C)N(CC2CCCO2)C(=O)C1 (configuration not stated)	0	104	-3	10	0.1	6	1	-4	-1.8	0
CCCCCCCN(C(=O)CCl)c1ccccc1C	-5	95	12	5	0.4	6	8	-8	5.7	-3
O=C1C(=Cc2ccco2)CCC1=Cc1ccco1	6	105	2	23	1.2	12	1	-10	-3.1	1
Cc1cccc(C)c1N=Cc1c(C(F)(F)F)[nH][nH]c1=O	-11	104	7	0	0.0	-5	1	-2	1.3	3
CC(C)NC(=O)Nc1n[nH]c(Nc2ccc(Cl)cc2)n1	5	97	3	7	0.1	-4	0	-11	-0.8	3
C=CCn1c(SCc2nnc(-c3ccccc3)o2)nnc1C(O)c1ccccc1 (configuration not stated)	-9	98	6	-6	0.1	1	2	x	-1.1	-6
Cc1c(NC(=O)CCC(=O)N2CCCCC2)c(=O)n(-c2ccccc2)n1C	-8	91	7	8	0.0	-1	1	-2	-1.2	5
CN1CCN(C2CC(=O)N(Cc3ccc(N4CCCC4=O)cc3)C2=O)CC1 (configuration not stated)	5	99	10	0	-0.1	1	3	-6	-1.6	0
COc1cccc(C(=O)Nc2c3c(nn2-c2ccc([N+](=O)[O-])cc2)CS(=O)(=O)C3)c1	-8	92	9	-6	0.0	-4	1	-15	-2.6	-2
O=C(NCc1ccco1)C(=S)N1CCCCC1	-3	95	2	8	0.2	6	1	-3	-0.5	3
CCOC(=O)Cc1csc(NC(=O)Cc2ccccc2[N+](=O)[O-])n1	-3	99	2	9	-0.2	4	-1	6	-2.8	-3
Cn1nc(N)c2c(-c3ccc(Cl)cc3)c(C#N)c(N)nc21	-10	101	4	7	-0.2	3	-1	-8	2.5	-1
CC(C)n1cc(CN2CCCC(C(=O)Nc3cccc(-c4cc5ccccc5[nH]4)c3)C2)cn1 (configuration not stated)	-7	77	3	-2	8.8*	2	0	-7	0.9	-7
O=C(O)c1ccc(Cl)c(S(=O)(=O)N2CCC(Cc3ccccc3)CC2)c1	0	99	10	-3	-0.1	-2	2	-4	1.9	10
Clc1nc(-c2ccccc2)cc(-c2ccccc2)n1	-5	99	15	11	0.1	-3	-2	-3	1.3	4
S=c1[nH]nc(-c2cccnc2)o1	-14	107	13	2	0.0	6	-1	-8	-1.1	5
O=C1CN(O)C=C2N=c3ccccc3=C2N1c1ccc([N+](=O)[O-])cc1	-8	99	-17	11	-0.2	0	2	4	-0.3	2
O=C(CN1C(=O)C2CCCCC2C1=O)OCn1nnc2ccccc2c1=O (configuration not stated)	1	99	-1	27	-0.4	1	3	-15	0.1	-3
CCC(=O)Nc1cccc2c1C(=O)N(C)C2=O	-1	94	5	-2	0.2	-6	3	-5	3.4	1
CS(=O)(=O)N(CC(=O)N1CCOCC1)Cc1ccc(Cl)cc1	-8	98	6	9	0.0	0	0	-1	-2.0	-2
O=C(COC(=O)/C=C/c1ccc(S(=O)(=O)N2CCc3ccccc32)cc1)NC1CCS(=O)(=O)C1 (configuration not stated)	3	95	-4	6	-0.3	-4	0	-6	-2.5	1
O/N=C/c1ccccc1Oc1ccccc1	7	93	6	1	0.2	-12	1	0	-0.5	-2
COc1ccccc1OCCCCCCN1CCOCC1	17	100	-3	-6	0.4	8	2	4	-0.5	-2
CCOc1ccc(NC(=O)NCCCSC2CCCCC2)cc1	6	91	15	-1	0.0	2	-3	-3	2.1	-5
O=C(CN(c1ccccc1)S(=O)(=O)c1ccccc1[N+](=O)[O-])N1CCCC1	15	95	15	-3	0.1	7	0	-5	0.1	-1
Cc1ccc[n+](CC(=O)Nc2c(Cl)cc(Cl)cc2Cl)c1	-5	97	1	-4	0.0	8	1	0	-0.9	8
CCOC(=O)C1CCN(Cc2ccc(OCc3ccccc3)c(OC)c2)CC1	3	99	15	-8	0.0	5	-1	x	-0.4	-3
Cc1ccc(N2CC(C(=O)Nc3nnc(SCC(=O)Nc4nc(C)cs4)s3)CC2=O)cc1 (configuration not stated)	-4	100	-11	-4	0.1	4	1	-2	0.5	1
CC(Oc1cccc(F)c1)C(=O)/C=C\N(C)C (configuration not stated)	-3	96	12	-3	-0.1	12	1	-4	-2.4	1
O=C(Cc1ccccc1[N+](=O)[O-])NCc1ccc2c(c1)OCO2	-1	100	17	5	0.2	1	-1	-4	-0.1	5
CCN(CC)S(=O)(=O)c1ccc(NC(=O)c2cc(-c3ccccc3)nc3ccccc23)cc1	-24	99	6	-5	0.2	2	-17	-4	5.6	2
COc1cc(-c2cc3nc(NCCc4ccc(S(N)(=O)=O)cc4)ccn3n2)cc(OC)c1OC	1	60*	11	9	-0.5	86*	13	-8	-0.6	-1
O=C(COC(=O)c1ccccc1O)Nc1cc([N+](=O)[O-])ccc1Cl	1	99	9	-3	0.1	-4	0	-1	-2.5	0
COc1ccccc1NC(=O)C(CC(C)C)NC(=O)C1CCCCC1 (configuration not stated)	-18	96	7	-3	0.3	0	3	x	-1.4	9
COc1cc(/C=N/NC(=O)CNC(=O)c2ccncc2)ccc1OC(C)=O	-4	98	0	10	-0.2	11	3	x	-2.4	0
CCOc1ccc(S(=O)(=O)NC(=O)c2ccccc2)cc1	-3	101	5	0	-0.2	-1	2	-5	0.3	4
COc1ccc(NC2CCCN(C(=O)CCN3CCCC3=O)C2)cc1OC (configuration not stated)	15	103	-3	-1	-0.2	-2	1	-6	-3.6	-6
CCOC(=O)CN1C(=O)N[C@@H](c2ccccc2)[C@@H](C(=O)OC)[C@H]1C	-4	97	0	0	-0.3	2	1	-6	-1.2	2
